esBAF inh: SWI/SNF esBAF complex inhibition. mouse ES cells, Bmi1-luciferase knock-in reporter, 24 h; 100% = twice the neutral-well signal. reporter increase, % at 12.5 µM. 2% of 350,000 active; in the data active = activation above about 40%;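 note: 0% = median of the plate's neutral control wells and 100% = double that signal; a rise in the Bmi1 reporter signal indicates esBAF inhibition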
SIRT5 block: blocks human SIRT5 desuccinylation of peptide; 1.1% of 330,000 active; AID 652115; Purified SirT5, succinyl-peptide AMC, trypsin-coupled fluorescence; inhibition, % at 15 µM; in the data active = inhibition above about 15%
Target sequence (Q9NXA8 whole entry, looked up): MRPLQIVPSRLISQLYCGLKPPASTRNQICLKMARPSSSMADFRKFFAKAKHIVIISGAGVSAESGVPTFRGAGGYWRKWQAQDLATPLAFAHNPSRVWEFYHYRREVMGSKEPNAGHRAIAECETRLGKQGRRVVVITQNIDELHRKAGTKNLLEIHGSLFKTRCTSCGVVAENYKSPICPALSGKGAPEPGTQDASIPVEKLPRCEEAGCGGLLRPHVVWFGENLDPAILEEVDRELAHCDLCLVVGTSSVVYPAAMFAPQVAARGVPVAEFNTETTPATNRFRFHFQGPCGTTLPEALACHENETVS
C2C12 statin: suppressors of simvastatin-induced myotoxicity in C2C12 myotubes; ATP luminescence, 48 h; scaled: DMSO 0, geranylgeraniol control 100; rescue of ATP level, % at 7.49 µM; 0.78% of 330,000 active;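 active = mean ATP rescue above about 67%, or every replicate alone reaching that limit, limit read from the data, passing the limit was not always enough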;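 note: myotubes were challenged with 10 µM simvastatin during compound exposure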
CASP6 VEID inh: inhibitors of human caspase-6. P55212. purified caspase-6, Z-VEID-R110 cleavage fluorescence. inhibition, % at 12.5 µM. 0.53% of 350,000 active. AID 686996;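 active = mean inhibition across replicates at least about 35%, with every replicate also reaching that limit, limit read from the data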;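 note: 0% = median of neutral control wells and 100% = no fluorescence left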
Target sequence (P55212 24-179 limits assumed): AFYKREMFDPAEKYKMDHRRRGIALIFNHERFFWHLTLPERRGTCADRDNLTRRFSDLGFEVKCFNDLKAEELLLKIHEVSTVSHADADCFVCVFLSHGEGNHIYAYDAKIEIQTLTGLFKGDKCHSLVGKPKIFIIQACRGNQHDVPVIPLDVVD
Target sequence (P55212 194-293 limits assumed): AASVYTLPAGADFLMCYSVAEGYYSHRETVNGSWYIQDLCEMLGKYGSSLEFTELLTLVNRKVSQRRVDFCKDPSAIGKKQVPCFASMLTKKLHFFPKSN
LGR2 antag: Drosophila LGR2 receptor signaling inhibition. HEK293 LGR2, CRE-luciferase, bursicon-stimulated, 4 h. inhibition, % at 9.99 µM. 0.35% of 380,000 active;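 active = drop in luminescence signal, shown as inhibition above about 50% in the replicate tests, limit read from the data, passing the limit was not always enough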;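 note: agonist challenge used bursicon conditioned medium at about half maximal strength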
FN deposit inh: fibronectin deposition inhibition; AH1F fibroblasts, Alexa488-fibronectin deposition fluorescence, overnight; inhibition, % at 12.6 µM; 0.086% of 350,000 active; AID 743247;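 active = mean inhibition across replicates of 30% or more, regardless of how many single replicates reach that level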;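 note: positive control wells lacked labelled fibronectin entirely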
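Assay system: AH1F fibroblasts / Quantity: 10000 cells per well / Medium: DMEM plus 2% serum, read in PBS / Reagent: labelled fibronectin 24 nM / Dosing: single dose, pinned / Times: 1 h cell attachment, overnight exposure to compound and label / Signal: fluorescence, ex 485 nm, em 525 nm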
S100A4 inh HTS: S100A4-myosin IIA interaction inhibition | inhibition, % at 10.7 µM | P26447 | AID 652163 | S100A4/TAMRA-MyoIIA peptide fluorescence polarization | 0.14% of 360,000 active;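 active = mean inhibition of at least 70% across replicates, with every replicate also reaching that level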
Target sequence (P26447 whole entry, looked up): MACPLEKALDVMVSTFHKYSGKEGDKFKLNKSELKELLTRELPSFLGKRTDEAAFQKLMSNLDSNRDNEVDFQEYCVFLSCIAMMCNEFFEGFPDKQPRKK
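Material: S100A4 monomer protein / Buffer or medium: 50 mM HEPES pH 7.2, 10 mM CaCl2, 100 mM KCl / Times: 5 min incubation before reading / Benchmarks: neutral control DMSO, positive control TFP / Reagent: labelled myosin peptide probe, 5 nM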
Numbers without * were called inactive; x = no result given. The list is partial, so the mix of outcomes need not match the whole.

1) CC(=O)Nc1ccc(C(=O)OCC(=O)N(c2ccccc2)C2CCS(=O)(=O)C2)cc1 (configuration not stated)
2) Cc1ccc(N=Nc2c(N)n[nH]c2N)cc1
3) O=C(NCCCN1CCOCC1)c1cc(-c2ccc(F)cc2)nc2ccccc12
4) COC(=O)[C@H](Cc1ccccc1)NC(=O)[C@@H](N)CC(=O)OCc1ccccc1
5) O=C(COC(=O)c1ccccc1O)NC12CC3CC(CC(C3)C1)C2
6) CCOC(=O)CCCN(c1[nH]c(C)c(C)c1C#N)S(=O)(=O)c1ccc(C)cc1
assay / compound	1	2	3	4	5	6
esBAF inh	-4	34	3	0	40	6
SIRT5 block	-1	-4	9	-1	2	0
C2C12 statin	37	18	-2	9	5	2
CASP6 VEID inh	0	-1	-7	0	0	1
LGR2 antag	9	-32	-5	-6	-95	11
FN deposit inh	-9	-1	-10	-6	-3	1
S100A4 inh HTS	16	9	-5	0	0	-16

From compound 1 to 4, as listed above:
1) CC(=O)Nc1ccc(C(=O)OCC(=O)N(c2ccccc2)C2CCS(=O)(=O)C2)cc1 (configuration not stated)
2) Cc1ccc(N=Nc2c(N)n[nH]c2N)cc1
3) O=C(NCCCN1CCOCC1)c1cc(-c2ccc(F)cc2)nc2ccccc12
4) COC(=O)[C@H](Cc1ccccc1)NC(=O)[C@@H](N)CC(=O)OCc1ccccc1
assay / compound	1	2	3	4
esBAF inh	-4	34	3	0
SIRT5 block	-1	-4	9	-1
C2C12 statin	37	18	-2	9
CASP6 VEID inh	0	-1	-7	0
LGR2 antag	9	-32	-5	-6
FN deposit inh	-9	-1	-10	-6
S100A4 inh HTS	16	9	-5	0

Compound profiles, as listed above. Screens in order: esBAF inh	SIRT5 block	C2C12 statin	CASP6 VEID inh	LGR2 antag	FN deposit inh	S100A4 inh HTS
COC(=O)[C@H](Cc1ccccc1)NC(=O)[C@@H](N)CC(=O)OCc1ccccc1 is listed as 0	-1	9	0	-6	-6	0
O=C(COC(=O)c1ccccc1O)NC12CC3CC(CC(C3)C1)C2 is listed as 40	2	5	0	-95	-3	0

Entries by screen from above:
CASP6 VEID inh for entries 2–6 → -1, -7, 0, 0, 1
SIRT5 block for entries 2–6 → -4, 9, -1, 2, 0

(further entries)
7) Cc1ccc2nc(-c3ccc(NS(=O)(=O)c4ccccc4)cc3)sc2c1
8) O=C(Nc1ccc2c(c1)[C@@H]1C[C@@H](CC(=O)N3CCc4ccccc4C3)O[C@@H](CO)[C@@H]1O2)c1cccnc1
9) CCC[C@H]1CN(c2ccccc2)C(=O)[C@@H]1CC(=O)NC
10) O=[N+]([O-])/C=C/c1cc2ccccc2[nH]1
11) CCN(CC(=O)Nc1c(F)cccc1F)C(=O)CCCSc1nc2ccccc2[nH]1
12) CC(=O)N(c1ccccc1)c1ccc([N+](=O)[O-])cc1[N+](=O)[O-]
assay / compound	7	8	9	10	11	12
esBAF inh	x	7	-9	2	-4	-4
SIRT5 block	-14	-2	-5	-1	-7	x
C2C12 statin	x	3	3	23	-4	2
CASP6 VEID inh	0	0	-1	6	2	x
LGR2 antag	-28	5	2	12	-8	-11
FN deposit inh	6	x	-4	7	2	13
S100A4 inh HTS	14	2	-5	-15	13	x

13) CCCN(C)C[C@H]1OCCCC[C@@H](C)Oc2ccc(NC(=O)C3CCCCC3)cc2C(=O)N([C@H](C)CO)C[C@@H]1C
14) O=S(=O)(Cc1ccccc1Cl)NCCc1ccccc1
15) COc1ccc(NC(=O)N(C)C[C@H]2Oc3c(NC(=O)Nc4cccc5ccccc45)cccc3C(=O)N([C@H](C)CO)C[C@@H]2C)cc1
16) O=C(C[C@@H]1CC[C@H]2[C@@H](COC[C@@H](O)CN2C(=O)Nc2ccccc2)O1)NCc1ccccc1F
17) CN(C)S(=O)(=O)c1ccc(C(=O)OCCCN=C2NS(=O)(=O)c3ccccc32)cc1
18) CN(C[C@@H]1[C@@H](c2ccccc2)[C@H](CO)N1CC1CC1)C(=O)c1ccccc1
assay / compound	13	14	15	16	17	18
esBAF inh	-5	3	0	1	3	-8
SIRT5 block	-1	x	-3	-3	x	5
C2C12 statin	x	4	76*	0	-3	2
CASP6 VEID inh	5	1	0	0	3	-2
LGR2 antag	8	1	-14	-6	10	-5
FN deposit inh	x	8	4	0	-6	x
S100A4 inh HTS	4	6	1	7	2	-3

In another format: 2 of the compounds above.
Every second line gives: esBAF inh | SIRT5 block | C2C12 statin | CASP6 VEID inh | LGR2 antag | FN deposit inh | S100A4 inh HTS
18	CN(C[C@@H]1[C@@H](c2ccccc2)[C@H](CO)N1CC1CC1)C(=O)c1ccccc1
  -8 | 5 | 2 | -2 | -5 | x | -3
13	CCCN(C)C[C@H]1OCCCC[C@@H](C)Oc2ccc(NC(=O)C3CCCCC3)cc2C(=O)N([C@H](C)CO)C[C@@H]1C
  -5 | -1 | x | 5 | 8 | x | 4

Further structures
19) CCc1c(C)sc(NC(=O)C2CC2)c1C(=O)OC(C)C
20) COc1cc(CNCc2ccccc2)ccc1OCC(O)c1ccccc1 (configuration not stated)
21) COc1cccc(/C=N/n2c(C)nc3ccccc32)c1OC
22) COc1ccc(CCNc2nnc(C)c(=O)[nH]2)cc1OC
23) O=C(O)CCCCCn1c(O)c(C=C2N=c3ccccc3=N2)sc1=S
24) CC(=O)Nc1ccc(S(=O)(=O)Nc2cccc(C(=O)Nc3ccccc3C(=O)O)c2)cc1
assay / compound	19	20	21	22	23	24
esBAF inh	x	-2	13	2	x	1
SIRT5 block	-2	-4	x	x	x	-4
C2C12 statin	x	-2	-20	-2	x	3
CASP6 VEID inh	2	-6	x	x	15	0
LGR2 antag	5	9	x	x	-3	30
FN deposit inh	-2	4	1	3	-1	-1
S100A4 inh HTS	-1	-6	x	x	6	-34

25) CCC(=O)N1C[C@H](C)[C@H](OC)CN(C)C(=O)c2cc(NC(=O)c3ccc(F)cc3)ccc2OC[C@H]1C
26) O=c1cc(-c2ccc(O)cc2)oc2ccc(O)cc12
27) COc1ccc(C(=O)NCc2ccccc2)cc1Br
28) O=C(CCN1CCCCC1)NCC[C@H]1CC[C@H](NC(=O)C2CC2)[C@H](CO)O1
29) CSCCC(NS(=O)(=O)c1ccc2c(c1)oc(=O)n2C)C(=O)NCc1ccccc1 (configuration not stated)
30) Cc1ccc(CNC(=O)C2CCCN2C(=O)Nc2cccc(Cl)c2)cc1 (configuration not stated)
assay / compound	25	26	27	28	29	30
esBAF inh	-5	37	x	-2	x	1
SIRT5 block	3	-3	0	2	0	-1
C2C12 statin	6	3	x	-4	x	3
CASP6 VEID inh	1	1	3	-4	1	-1
LGR2 antag	-9	-74	0	-8	0	4
FN deposit inh	8	8	-5	x	-1	4
S100A4 inh HTS	12	2	32	0	-4	-6

31) C[C@H](CO)N1C[C@H](C)[C@H](CN(C)Cc2ccc(Oc3ccccc3)cc2)Oc2c(NC(=O)c3ccncc3)cccc2C1=O
32) C[C@@H]1CCCCO[C@@H](CN(C)Cc2ccc3c(c2)OCO3)[C@H](C)CN([C@H](C)CO)C(=O)c2cc(NC(=O)NC3CCCCC3)ccc2O1
33) CCOc1ccc(C(=O)CSCCC(=O)O)cc1
34) CC(=O)OCCNc1nc(-c2ccccc2)nc2ccccc12
35) CCn1nc(C(=O)OCC(=O)c2ccc(F)cc2)c2ccccc2c1=O
assay / compound	31	32	33	34	35
esBAF inh	-6	-8	-43	x	x
SIRT5 block	-4	-9	112*	3	1
C2C12 statin	12	x	1	x	x
CASP6 VEID inh	1	-1	-1	2	-5
LGR2 antag	x	16	-12	-12	5
FN deposit inh	x	x	-9	-4	x
S100A4 inh HTS	-15	-18	12	1	-1
